Wnt bcat act: Wnt/beta-catenin pathway activators, primary screen, cell-based, plate reader, single point; Wnt/beta-catenin reporter cell assay, activator; activation, % at 9.35 µM; actives 1.2% (n = 300,000); AID 743398, 2014; in the data active = activation above about 30%, passing the limit was not always enough; inconclusive = no clear call, values can overlap the other calls;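 note: 0% = neutral control wells and 100% = positive control wells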
V-ATPase pHluor: regulators of yeast V-ATPase proton pumping, primary screen, pHLuorin cytosolic pH fluorescence | actives 0.37% (n = 350,000) | response, % at 10 µM | S. cerevisiae | AID 504577, 2011; in the data active = response mostly above about 7.3%, no sharp cut-off; inactive = mostly below about 5.4%; note: actives read high; inactives centre near 0; some compounds called inactive have numbers as strong as hits; reference of the scale not given here
CAL PDZ FP-1: CAL PDZ peptide-binding inhibitors, primary screen, biochemical, fluorescence polarization, Cer-tagged CAL PDZ, HTS | Golgi-associated PDZ and coiled-coil motif-containing protein (Homo sapiens), Q9HD26 | purified CAL PDZ, TMR-peptide fluorescence polarization, 1 h | inhibition, % at 20 µM | actives 0.02% (n = 330,000) | AID 504414, 2011;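 active = highest replicate inhibition of at least 40%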;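 note: plate controls were DMSO neutral control wells for no effect and unlabeled competitor peptide control wells for full effect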
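System: tagged CAL PDZ domain. Schedule: 1 h room-temperature incubation prior to read. Signal: fluorescence polarization (mP). Measure: percent inhibition from loss of millipolarization.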
MITF TRPM1 HTS: activators of MITF-driven TRPM1 promoter reporter, primary screen, cell-based, SK-MEL-5, luciferase, single point. SK-MEL-5 TRPM1-promoter luciferase, 24 h; % of positive control, neutral wells = 0. activation, % at 12.5 µM. actives 0.75% (n = 300,000);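 active = mean activation of at least 80% with every replicate also reaching 80%; inconclusive = mean reaches 80% but some replicate falls short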;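 note: 0% = neutral control wells and 100% = parthenolide positive control wells; values of inactives mirror those of a sister screen read the other way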
CDK5 p35 inh: inhibitors of human CDK5/p35 kinase, primary screen, biochemical, single concentration; actives 0.01% (n = 330,000); Recombinant CDK5/p35, ADP-Glo luminescence, 60 min; AID 488839, 2010; Cyclin-dependent kinase 5 (Homo sapiens) + Cyclin-dependent kinase 5 activator 1 (Homo …; inhibition, % at 10 µM;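 active = highest replicate inhibition of at least 50% and at least 75% of replicates reaching 50%; inconclusive = only one of the two criteria met; inactive = both criteria failed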;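 note: plate controls were DMSO neutral control for no effect and GW8510 at 10 µM for full effect; many of its hits are not listed in these tables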
Target sequence (Q00535 whole entry, looked up): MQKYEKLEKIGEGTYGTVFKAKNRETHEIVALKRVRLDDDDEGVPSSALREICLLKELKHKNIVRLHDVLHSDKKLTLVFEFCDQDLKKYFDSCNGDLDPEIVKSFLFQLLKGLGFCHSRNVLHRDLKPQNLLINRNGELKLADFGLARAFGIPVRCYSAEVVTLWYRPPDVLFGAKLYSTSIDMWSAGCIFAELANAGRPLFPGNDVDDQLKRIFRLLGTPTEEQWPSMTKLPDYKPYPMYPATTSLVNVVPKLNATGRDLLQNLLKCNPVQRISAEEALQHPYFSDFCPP
Target sequence (Q15078 whole entry, looked up): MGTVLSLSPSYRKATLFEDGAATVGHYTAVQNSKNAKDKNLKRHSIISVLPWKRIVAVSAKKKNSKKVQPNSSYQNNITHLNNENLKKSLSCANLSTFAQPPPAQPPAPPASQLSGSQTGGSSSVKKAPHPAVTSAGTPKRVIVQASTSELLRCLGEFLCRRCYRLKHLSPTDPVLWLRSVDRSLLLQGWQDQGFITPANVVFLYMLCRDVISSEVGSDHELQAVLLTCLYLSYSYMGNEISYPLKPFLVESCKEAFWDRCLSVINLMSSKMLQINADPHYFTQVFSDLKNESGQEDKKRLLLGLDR
Tat transport: E. coli Tat export inhibitors, primary screen, MC4100, TorA-mCherry reporter, fluorescence, single point; actives 0.036% (n = 340,000); inhibition, % at 10 µM; AID 488895, 2010;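 active = mean replicate inhibition at least 50% and at least half of replicates individually reaching 50%; inconclusive = only one of the two criteria met; inactive = neither criterion met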;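 note: exported cargo escapes ClpAP degradation while cytoplasmic cargo is degraded and loses fluorescence; 0% = median of neutral control wells and 100% = median of NaSCN control wells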
cardiac RTF act: cardiac RTF calcium sensitivity activators, primary screen, biochemical, IANBD-TnC fluorescence, EC20 calcium; actives 0.24% (n = 340,000); activation, % at 7.2 µM; IANBD-labeled TnC RTF fluorescence at EC20 calcium; 0% EC20 calcium, 100% full calcium; AID 493008, 2010; Troponin I, cardiac muscle (Homo sapiens) + Troponin T, cardiac muscle (Homo sapiens) + …;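 active = activation above the mean over all tested compounds plus 3 SD, cut at about 30% in these data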;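 note: rise in fluorescence read as greater calcium sensitivity of cardiac thin filaments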
dFosB act: activators of delta FosB homodimer, primary screen, biochemical, fluorescence polarization, TAMRA-CDK5 oligo, single point | actives 0.99% (n = 340,000) | purified delta FosB; percent of positive-control signal above neutral wells | activation, % at 25 µM;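 active = mean activation above about 17%, with every replicate also reaching it, limit read from the data, passing the limit was not always enough; inconclusive = only one of the two conditions met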;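 note: fluorescence polarization rise as delta FosB binds a TAMRA Cdk5 AP-1 oligo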
Target sequence (P13346 whole entry, looked up): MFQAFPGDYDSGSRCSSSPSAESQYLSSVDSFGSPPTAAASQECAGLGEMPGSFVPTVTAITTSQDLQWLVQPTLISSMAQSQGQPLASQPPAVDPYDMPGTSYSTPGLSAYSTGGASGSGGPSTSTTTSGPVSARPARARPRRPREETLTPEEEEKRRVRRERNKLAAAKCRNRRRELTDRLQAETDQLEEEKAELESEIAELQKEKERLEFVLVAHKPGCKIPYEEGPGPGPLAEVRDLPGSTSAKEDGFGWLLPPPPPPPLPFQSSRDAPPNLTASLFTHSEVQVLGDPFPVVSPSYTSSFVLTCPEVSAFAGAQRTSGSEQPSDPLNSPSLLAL
Rtt109 HAT inh: inhibitors of C. albicans Rtt109/Vps75 HAT, primary screen, biochemical, ThioGlo CoA-SH fluorescence, plate reader. purified Rtt109/Vps75, 4 h. inhibition, % at 34.9 µM. actives 0.16% (n = 330,000);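 active = inhibition of at least 50% in every replicate; inconclusive = best replicate reaches 50% inhibition but some replicates fall short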
CAL PDZ FP-2: untagged CAL PDZ binding inhibitors, primary screen, biochemical, fluorescence polarization, HTS. Golgi-associated PDZ and coiled-coil motif-containing protein (Homo sapiens), Q9HD26. actives 0.92% (n = 300,000). AID 602252, 2012. inhibition, % at 24.9 µM. purified CAL PDZ, TMR-peptide fluorescence polarization, 1 h;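 active = mean inhibition of at least 30% with at least half of replicates also reaching 30%; inconclusive = no clear call, values can overlap the other calls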;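 note: 0% = DMSO neutral control and 100% = excess unlabeled competitor peptide PRC23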
Numbers without * were called inactive; ? = inconclusive; nt = not tested or not shown.

SMILES | Wnt bcat act | V-ATPase pHluor | CAL PDZ FP-1 | MITF TRPM1 HTS | CDK5 p35 inh | Tat transport | cardiac RTF act | dFosB act | Rtt109 HAT inh | CAL PDZ FP-2
Cc1ccc(CSCC(=O)Nc2ccccc2)cc1 | 1.7 | -1.5 | -0.6 | 25.9 | -0.3 | -9.0 | 0.5 | 4.9 | 3.3 | -0.7
CCOC(=O)CCNC(=O)N1CCCC(CNS(=O)(=O)c2cccs2)C1 (configuration not stated) | -0.4 | -1.4 | -1.8 | -3.1 | 0.8 | 5.4 | 0.6 | -0.6 | -2.8 | -2.4
O=C(NCCc1ccncc1)c1ccccc1F | nt | 4.6 | -1.3 | 11.5 | 1.5 | -0.3 | -6.0 | 0.2 | -1.4 | nt
O=C(NCc1cccnc1)NC(=O)c1ccc(Cl)cc1 | 0.8 | -3.4 | -3.1 | 10.7 | -1.5 | -3.1 | -2.2 | -2.5 | -8.5 | 0.6
CCOc1ccc(N(C(C)C(=O)NC(C)CC)S(C)(=O)=O)cc1 (configuration not stated) | nt | -2.3 | -0.5 | -1.4 | -0.7 | -1.1 | -2.4 | 8.5 | -1.4 | nt
CCC(=O)N(C(=O)CC)N1CCN(c2ccncc2S(=O)(=O)N2CCCCC2)CC1 | -3.3 | -2.6 | -1.6 | -2.9 | 0.5 | -5.4 | -7.3 | -7.2 | -0.6 | -4.9
Cc1cc(=O)n2c(ccc3ccccc32)c1C#N | nt | -5.3 | -0.3 | 14.0 | 1.6 | 1.7 | 2.4 | -12.7 | -1.7 | -4.1
COc1ccc(CC(=O)Nc2cc(C)ccn2)cc1 | nt | 0.2 | -0.1 | 9.4 | 7.3 | -1.7 | 1.1 | 3.5 | -1.7 | -2.8
O=C(Nc1nc(=O)c2ccccc2s1)c1ccc(Cl)cc1 | -2.9 | -0.2 | -1.4 | nt | -0.4 | 1.3 | 2.5 | 10.0 | -8.1 | -3.3
O=C(NO)C1CC2C=CC1C2 (configuration not stated) | -1.4 | -2.0 | -1.3 | 2.7 | -2.0 | -2.5 | -0.3 | 1.3 | -3.8 | -2.4
Cc1cc(C)c(S(=O)(=O)NC2CC(C)(C)NC(C)(C)C2)cc1Br | -4.9 | 1.9 | -1.3 | nt | -0.2 | 8.0 | 0.5 | -5.5 | 9.3 | 4.0
COc1ccc(C(=O)NCC(=O)OCC(=O)NC(=O)c2ccc(C(C)(C)C)cc2)cc1OC | 6.6 | -1.8 | -1.6 | 18.0 | -3.6 | -1.7 | -6.1 | -6.3 | 19.9 | nt
CCOC(=O)C(=O)Nc1nc(-c2ccc3c(c2)CCN3C(=O)C2CC2)c(C)s1 | 1.6 | 3.0 | -2.6 | 10.2 | -0.6 | -0.7 | -0.9 | -10.5 | 3.1 | 2.4
CN(Cc1ccccc1)C(=O)c1[nH]cnc1C(=O)N[C@@H](CCCCNC(=O)OC(C)(C)C)C(=O)OC(C)(C)C | nt | 1.2 | -2.0 | -0.1 | -1.3 | 8.8 | 4.7 | -15.0 | -5.5 | -9.1
O=S(=O)(/N=C(/c1ccccc1)N1CCCCCC1)c1ccccc1 | -1.6 | 3.6 | -1.1 | -3.1 | 0.9 | -2.2 | -2.1 | -0.3 | -5.3 | 2.0
CC(Sc1nnc(-c2ccc(OC(F)F)cc2)n1N)C(=O)NCC1CCCO1 (configuration not stated) | -3.8 | -4.7 | -1.9 | 6.2 | -1.2 | 0.0 | 11.2 | -8.3 | -6.8 | -0.9
COc1ccccc1CC(=O)NNS(=O)(=O)c1cccc([N+](=O)[O-])c1 | -2.1 | -3.1 | -0.1 | -5.1 | -0.3 | 4.3 | -1.7 | -4.1 | -7.7 | -7.9
CCN(CC)CCn1c(=N)n(CC(O)COc2cccc(C)c2)c2ccccc21 (configuration not stated) | 0.0 | 0.7 | -1.6 | -4.9 | 0.3 | ? | nt | -1.4 | 25.1 | -3.2
Cn1c(=O)n(C)c2cc(C(=O)O)ccc21 | nt | -1.1 | -2.2 | 3.2 | 0.7 | -1.3 | -4.4 | -5.1 | -10.3 | -1.2
O=C(CNC(=S)N(Cc1ccccc1)Cc1cccnc1)NCCc1ccccc1 | nt | 3.2 | 0.0 | -4.7 | 1.2 | 10.2 | 0.0 | -1.4 | -12.2 | -4.8
COc1cccc(CNC(=O)CSc2nnc3c(n2)[nH]c2ccccc23)c1 | -3.3 | -4.6 | -2.4 | -9.5 | 1.7 | -0.2 | -2.5 | 3.1 | 0.2 | 1.7
COC(=O)[C@H](CCSC)NC(=O)Cn1cnc2c(NCc3ccccc3)ncnc21 | -0.1 | 1.0 | 0.2 | 3.4 | 0.4 | -0.1 | -5.0 | 4.2 | -5.5 | -9.3
CCOC(=O)[C@H]1[C@H]2COc3ccc(Cl)cc3[C@@H]2N2C(=O)c3cc(C)ccc3NC(=O)[C@@]12C | -3.2 | -4.5 | 0.3 | -3.3 | -0.8 | 2.3 | 4.4 | 3.2 | 16.5 | 17.1
COc1ccc(S(=O)(=O)c2ccccc2)cc1NS(=O)(=O)c1cccc(C(=O)O)c1 | 6.8 | 1.1 | -0.5 | -1.5 | 0.6 | -2.7 | -8.2 | -2.0 | -6.1 | -4.5
COc1ccc(NC(=O)c2c[nH]n3c(=O)cc(C4CCN(C(=O)OC(C)(C)C)CC4)nc23)cc1Cl | 0.8 | -4.4 | -3.2 | 3.3 | -0.1 | 1.4 | -2.4 | -23.3 | -6.2 | -2.5
CCOC(=O)CSc1ccc(S(=O)(=O)N(CC)CC)cc1[N+](=O)[O-] | -0.7 | -1.5 | 1.6 | -5.4 | 1.0 | 1.7 | 4.3 | 4.0 | -0.2 | -0.4
NS(=O)(=O)c1ccc(Cl)cc1[N+](=O)[O-] | 10.6 | -0.7 | -0.5 | 8.2 | 1.2 | -9.9 | 7.4 | -0.1 | -2.4 | -0.8
C/C(=N\OCC(=O)Nn1c(C)nc2ccccc2c1=O)c1cccs1 | 1.5 | -2.9 | 0.2 | nt | 1.1 | -2.6 | 7.8 | -7.2 | 4.1 | 1.6
Cc1ccc(SCCC(=O)Nc2ccc(Br)c(C)c2)cc1 | nt | -2.8 | -0.8 | 0.0 | -0.3 | 15.4 | -8.3 | -3.2 | 1.4 | -2.0
O=C(CCN1CCOCC1)NCc1ccccc1 | -1.6 | 0.1 | 0.0 | nt | -0.8 | -10.7 | -3.9 | 7.3 | -14.6 | -1.6
Cc1nc2sc(C(=O)OCC(=O)N3c4ccccc4CC3C)c(C)c2c(=O)[nH]1 (configuration not stated) | 0.6 | -4.9 | 9.1 | 23.6 | 0.1 | -7.5 | -0.8 | -0.9 | 8.5 | 1.6
O=C(Nc1ccc(NC(=O)C2CCCCC2)cn1)c1ccco1 | nt | -3.8 | -1.3 | -12.0 | -0.6 | -5.1 | -1.6 | 4.5 | -7.7 | -2.7
Cc1cccn2c(=O)c3cc(C(=O)N4COCC4(C)C)n(C)c3nc12 | -0.4 | 4.8 | -1.8 | nt | 0.3 | -3.5 | -6.0 | -12.0 | -10.9 | -1.8
COc1ccc(CC(=O)NCc2nnc(SCC(=O)Nc3ccccc3)n2C)cc1 | -2.6 | 1.9 | -1.7 | -9.5 | 0.6 | 12.2 | 3.3 | -4.0 | 0.2 | -1.7
Cc1onc(-c2ccccc2Cl)c1C(=O)OCC(=O)N1CCC(C)CC1 | 1.2 | 1.5 | 0.8 | 5.9 | -0.4 | 7.0 | 6.6 | -7.9 | -1.6 | nt
COc1ccccc1Cn1nnc2c(=O)[nH]c(C3CCN(C(=O)c4ccc(C)cc4)CC3)nc21 | nt | -1.2 | -2.5 | -11.3 | 0.4 | 0.8 | -1.4 | 3.0 | 10.7 | -4.3
Cc1cc(C)cc(OCC(=O)NNC(=O)c2cc(C)[nH]n2)c1 | 0.7 | 1.8 | -0.8 | -3.2 | 1.1 | -6.0 | -4.0 | 2.7 | 1.1 | -1.9
COc1cccc2cc(CC(=O)c3ccc(C)cc3C)c(=O)oc12 | 14.2 | 0.4 | -0.7 | 90.1* | -1.6 | -16.9 | 12.8 | -2.9 | -2.8 | -4.1
N#Cc1nc(COc2ccccc2Cl)oc1N1CCCC1 | -2.5 | 2.8 | -0.7 | -18.0 | -5.0 | 5.1 | 6.1 | -11.3 | -14.5 | -2.4
CS(=O)(=O)N(CC(=O)N1CCCCCC1)Cc1ccc(Cl)cc1 | nt | -1.2 | -1.7 | 12.2 | -2.3 | 5.7 | 1.4 | -9.4 | -0.2 | nt
CCOC(=O)C1CCN(C(=O)COc2ccc(S(=O)(=O)NC(C)C)cc2)CC1 | nt | 1.4 | -0.4 | -10.3 | -0.3 | -7.5 | 1.9 | 1.8 | -3.2 | -3.3
Cc1c(C(=O)NCC2COc3ccccc3O2)oc2ccc(S(=O)(=O)N(C)C3CCCCC3)cc12 (configuration not stated) | -3.3 | -3.8 | -2.7 | -14.3 | 0.3 | -3.2 | 8.2 | -3.3 | -6.9 | -2.1
CC1CCC(N(C(=O)c2csnn2)C(C(=O)NC(C)(C)C)c2cccnc2)CC1 (configuration not stated) | -0.5 | 0.7 | 0.1 | nt | -2.5 | 0.5 | -4.7 | -1.6 | 8.5 | nt
CCC(C)(C)NC(=O)CN(C(=O)C(=O)Nc1ccc2c(c1)OCCO2)N1CCOCC1 | -3.1 | -3.6 | -0.3 | 13.5 | 0.4 | -2.8 | 1.8 | -6.4 | -8.5 | -2.4
COc1ccc(NC(=O)CSc2nnc(Cc3cccn3C)n2-c2ccc(C)cc2)cc1OC | nt | -3.2 | -0.7 | -6.0 | -0.9 | 9.8 | -5.8 | -4.3 | -3.7 | nt
COC(=O)Cn1nnc2c(cnn2-c2ccccc2)c1=O | 2.4 | -1.0 | 0.1 | 9.0 | 1.0 | 1.6 | -2.5 | -1.7 | -0.9 | -5.1
O=S(=O)(Nc1cccc(-c2ccc3nncn3n2)c1)c1ccccc1F | -1.8 | -3.0 | -0.4 | 1.5 | 0.3 | -0.1 | -9.6 | -3.0 | 4.7 | nt
CC(C)N=C(N)N=C(N)Nc1ccc(Cl)cc1 | -0.9 | -2.8 | -0.9 | 0.0 | -3.2 | 15.3 | 12.2 | -7.0 | -5.9 | -1.0
